Pf Dd2 inh: P. falciparum Dd2 growth inhibition; SYBR Green, 72 h; active compounds read low; activity change, % at 10 µM; hit rate 2.3% among 94,000; AID 1159554; in the data active means activity change below about -80%; inconclusive means no clear call, values can overlap the other calls
C diff growth: C. difficile growth inhibition; Clostridium difficile clinical isolate growth, OD600, 24 h; active compounds read low; hit rate 0.25% among 86,000; growth activity, negative = inhibition, % at 16 µg/mL (by protocol);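 active means mean growth activity at or below -80% and every replicate also at or below -80%; inconclusive means mean at or below -80% but some replicate above -80%; inactive means mean growth activity above -80%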;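 further: 0% = DMSO wells and -100% = levofloxacin 16 µg/mL wells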
KDM4C inh: blocks human GASC-1 (KDM4C) demethylase activity. Q9H3R0. GST-KDM4C 2-372, H3K9me3 peptide, LANCE TR-FRET. inhibition, % at 12.5 µM. hit rate 0.15% among 96,000;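 active means mean replicate inhibition above about 25%, with at least 55% of replicates also reaching it, limit read from the data, passing the limit was not always enough; inconclusive means only one of those two conditions met; inactive means neither condition met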
Target sequence (Q9H3R0 2-372 limits assumed): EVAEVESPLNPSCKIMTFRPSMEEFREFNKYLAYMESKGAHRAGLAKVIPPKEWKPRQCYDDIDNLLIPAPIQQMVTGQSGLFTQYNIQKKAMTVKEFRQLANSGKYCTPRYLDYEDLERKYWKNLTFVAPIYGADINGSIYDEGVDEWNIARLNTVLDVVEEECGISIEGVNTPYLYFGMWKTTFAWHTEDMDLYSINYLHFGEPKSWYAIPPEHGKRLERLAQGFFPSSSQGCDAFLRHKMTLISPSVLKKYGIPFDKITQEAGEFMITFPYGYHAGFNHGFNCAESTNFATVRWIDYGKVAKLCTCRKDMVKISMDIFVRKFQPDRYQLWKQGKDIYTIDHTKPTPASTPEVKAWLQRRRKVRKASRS
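System: N-terminal GST-fused human GASC-1 (KDM4C) fragment, residues 2-372; amount: enzyme final amount 10 nM; incubation: reaction 30 min RT, detection step 1 h RT; medium: HEPES buffer, pH 7.5, plus ascorbate; technique: LANCE TR-FRET, Eu antibody, ULight-streptavidin, EDTA, ex 340 nm, em 618/671 nm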
T cruzi growth: blocks T. cruzi growth in NIH3T3 culture; inhibition, % at 8.34 µM; T. cruzi beta-gal in NIH3T3, GalScreen luminescence, 90 h; hit rate 5.9% among 77,000;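 active means mean inhibition above about 93%, with at least 55% of replicates each passing it, limit read from the data, passing the limit was not always enough; inconclusive means only one of those two conditions holds; inactive means neither condition holds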
Starred values were filed as active, the others as inactive; u = inconclusive; x = no result given; & = joins results of further samples; ! = a repeat was not active. An unsorted share of the library. Share with any hit: about 7.3%.

Keys: A = Pf Dd2 inh; B = C diff growth; C = KDM4C inh; D = T cruzi growth
C[C@@H]1CN([C@@H](C)CO)C(=O)c2cc(N(C)C)ccc2O[C@@H](C)CCCCO[C@@H]1CN(C)C(=O)c1ccccc1
  A = x | B = -2 | C = 5.4 | D = 0
CN(C)C(=O)c1ccc(-c2ccc([C@H]3[C@H]4CN(C(=O)C5CCCCC5)CC(=O)N4[C@H]3CO)cc2)cc1
  A = 30 | B = 0 | C = -0.9 | D = x
CC(=O)N1CC(=O)N2[C@H](CO)[C@@H](c3ccc(-c4ccccc4)cc3)[C@H]2C1
  A = -1 | B = -9 | C = -0.6 | D = x
C[C@H]1CN([C@@H](C)CO)C(=O)CCCn2cc(nn2)CO[C@@H]1CN(C)C(=O)Nc1cccc(Oc2ccccn2)c1
  A = -9&7 | B = 2&-2 | C = -0.3 | D = -17&64
C[C@@H]1CN([C@@H](C)CO)C(=O)c2cc(NC(=O)CCC(F)(F)F)ccc2O[C@@H](C)CCCCO[C@H]1CN(C)C(=O)Nc1cccc2ccccc12
  A = -85* | B = -2 | C = 0.7 | D = 60
Cc1ccc(S(=O)(=O)Nc2ccc3c(c2)C(=O)N([C@@H](C)CO)C[C@@H](C)[C@H](CN(C)C(=O)Nc2cccc4ccccc24)OCCCC[C@@H](C)O3)cc1
  A = -26 | B = -4 | C = -2.2 | D = 103*
CCNC(=O)C[C@@H]1C=C[C@H](NS(=O)(=O)c2ccc(F)cc2)[C@H](CO)O1
  A = 6 | B = x | C = -0.3 | D = -3
C/C=C/c1ccc([C@@H]2[C@H](CO)N(C(=O)c3cnccn3)C23CN(C(=O)C2CC2)C3)cc1
  A = -21 | B = -3 | C = -2.7 | D = x
CS(=O)(=O)N1CC2(C1)[C@H](c1ccccc1)[C@@H](CO)N2C(=O)C1CCC1
  A = 8 | B = -7 | C = 0.3 | D = x
CCN1[C@@H]2c3ccc(-c4cccc(C(=O)N(C)C)c4)c(=O)n3C[C@@H]2[C@@H](CO)[C@@H]1C(=O)OC
  A = -30 | B = 2 | C = 1.5 | D = 72
CN1C(=O)c2cc(NC(=O)C3CCC3)ccc2OC[C@H]2O[C@H](CC(=O)NCc3ccccc3F)CC[C@@H]21
  A = -13 | B = 6 | C = 7.7 | D = x
O=C(Cc1ccccn1)NCC[C@@H]1CC[C@H](NC(=O)Nc2ccc(C(F)(F)F)cc2)[C@H](CO)O1
  A = -9 | B = -2 | C = 0.0 | D = 6
CCNC(=O)[C@@H]1[C@@H](CO)[C@@H]2Cn3c(ccc(C4=CCCCC4)c3=O)[C@@H]2N1Cc1ccc2c(c1)OCO2
  A = -21 | B = -4 | C = 2.9 | D = x
C[C@H](CO)N1C[C@H](C)[C@H](CN(C)Cc2ccc(C(=O)O)cc2)OCCCC[C@H](C)Oc2ccc(NS(C)(=O)=O)cc2C1=O
  A = 54 | B = -4 | C = 1.2 | D = 46
CC(=O)N1CC(=O)N2[C@@H](CO)[C@H](c3ccc(-c4cccc(C(=O)N(C)C)c4)cc3)[C@@H]2C1
  A = -6 | B = -1 | C = 0.7 | D = x
C/C=C/c1ccc([C@H]2[C@@H](CO)N(CC3CC3)[C@H]2CNS(C)(=O)=O)cc1
  A = -12 | B = -5 | C = -1.3 | D = 27
CC(C)NC(=O)Nc1ccc2c(c1)C(=O)N([C@H](C)CO)C[C@@H](C)[C@H](CN(C)Cc1ccccc1)OCCCC[C@@H](C)O2
  A = -54 | B = 3 | C = 0.5 | D = -1
COCC(=O)N1CC2(C1)CN(C(=O)Cc1ccccc1)[C@H](CO)c1c2c2ccc(OC)cc2n1C
  A = 11 | B = 1 | C = 0.6 | D = x
Cc1noc(C)c1NC(=O)N[C@H]1CC[C@H](CCNC(=O)C2CCCC2)O[C@H]1CO
  A = -15 | B = -1 | C = -1.0 | D = x
CCS(=O)(=O)N1CC2(CN(C(=O)Cc3ccccn3)[C@H](CO)c3[nH]c4cc(OC)ccc4c32)C1
  A = -8 | B = -12 | C = 1.1 | D = x
Cc1noc(C)c1S(=O)(=O)Nc1ccc2c(c1)C(=O)N([C@H](C)CO)C[C@@H](C)[C@H](CN(C)C(=O)NC1CCCCC1)OCCCC[C@@H](C)O2
  A = -52 | B = -1 | C = 0.1 | D = -13
CC(C)NC(=O)N(C)C[C@@H]1Oc2ccc(NS(=O)(=O)c3ccccc3)cc2CC(=O)N([C@H](C)CO)C[C@@H]1C
  A = 2 | B = -3 | C = 1.3 | D = 79
COc1ccc(NC(=O)N2CC[C@@H]3[C@H]2c2cc(-c4ccc(F)cc4)ccc2N(C)[C@H]3CO)cc1
  A = -18 | B = 46 | C = -3.0 | D = 62
COc1ccc(S(=O)(=O)N(C)C[C@@H]2OCCCC[C@H](C)Oc3ccc(NC(=O)c4ccccc4)cc3C(=O)N([C@H](C)CO)C[C@@H]2C)cc1
  A = -76 | B = 27 | C = -2.4 | D = 86
CCCNC(=O)C[C@@H]1CC[C@@H]2[C@@H](COc3ccc(NC(=O)CC)cc3C(=O)N2C)O1
  A = -4 | B = 6 | C = 0.8 | D = 17
CCC(=O)N(C)C[C@H]1[C@@H](c2ccc(C3=CCCC3)cc2)[C@@H](CO)N1C(=O)CC
  A = 3 | B = -1 | C = 1.8 | D = 70
COc1ccccc1-c1ccc2c(c1)O[C@@H](CN(C)C(=O)c1cccnc1)[C@@H](C)CN([C@H](C)CO)S2(=O)=O
  A = 7 | B = 3 | C = 1.4 | D = x
C[C@@H]1CN([C@@H](C)CO)C(=O)c2c(c3ccccc3n2C)-c2ccccc2CO[C@H]1CN(C)Cc1ccc(C(F)(F)F)cc1
  A = -31 | B = 50 | C = 0.3 | D = x
COCC#Cc1cnc2c(c1)C(=O)N([C@@H](C)CO)C[C@H](C)[C@@H](CN(C)C(=O)Cc1ccncc1)O2
  A = -5 | B = -2 | C = 0.5 | D = -37
C[C@@H]1CN([C@@H](C)CO)C(=O)c2cc(C#CC3CCCCC3)cnc2O[C@H]1CN(C)C(=O)NC1CCCC1
  A = -56 | B = -11 | C = -3.9 | D = 78
COc1ccc(NC(=O)Nc2cccc3c2O[C@@H](CN(C)Cc2ccncc2)[C@@H](C)CN([C@@H](C)CO)C3=O)cc1
  A = -4 | B = 0 | C = -0.5 | D = x
CCCC(=O)Nc1ccc2c(c1)OC[C@H](C)N(Cc1ccncc1)C[C@H](C)[C@H](OC)CN(C)C2=O
  A = -18 | B = -1 | C = 3.5 | D = 24
Cc1noc(C)c1NC(=O)Nc1ccc2c(c1)C(=O)N([C@H](C)CO)C[C@H](C)[C@H](CN(C)CC1CCCCC1)OCCCC[C@H](C)O2
  A = -21 | B = 2 | C = 3.9 | D = 39
COc1ccc(NC(=O)N(C)C[C@H]2Oc3ccc(NC(=O)Nc4cccc5ccccc45)cc3CC(=O)N([C@@H](C)CO)C[C@@H]2C)cc1
  A = 0 | B = 4 | C = 6.7 | D = 3
CN(C[C@@H]1[C@@H](c2ccccc2)[C@H](CO)N1C(=O)c1ccccc1)C(=O)C1CC1
  A = 1 | B = 2 | C = 1.4 | D = 13
C[C@H]1CCCCO[C@H](CN(C)C)[C@@H](C)CN([C@@H](C)CO)C(=O)c2cc(N(C)C)ccc2O1
  A = -56 | B = -2 | C = -0.6 | D = 37
COCC(=O)N[C@@H]1C=C[C@@H](CC(=O)NCc2ccccc2OC)O[C@H]1CO
  A = 3 | B = -3 | C = -0.4 | D = 5
CS(=O)(=O)N1CCCCN2[C@H](CO)[C@H](c3ccc(-c4cccc(C#N)c4)cc3)[C@H]2C1
  A = 15 | B = -14 | C = -1.8 | D = 74
Cc1noc(C)c1S(=O)(=O)N(C)C[C@H]1OCCCC[C@H](C)Oc2ccc(NC(=O)Nc3ccccc3)cc2C(=O)N([C@H](C)CO)C[C@H]1C
  A = u | B = -3 | C = -2.1 | D = x
C[C@@H]1CN([C@H](C)CO)C(=O)c2cc(NC(=O)CCCN(C)C)ccc2O[C@H]1CN(C)Cc1ccc(Cl)c(Cl)c1
  A = 0 | B = 2 | C = 0.4 | D = -26
Cc1ccc(S(=O)(=O)N(C)C[C@H]2OCCCC[C@@H](C)Oc3ccc(NC(=O)NC4CCCCC4)cc3C(=O)N([C@@H](C)CO)C[C@@H]2C)cc1
  A = u | B = -5 | C = 0.4 | D = 83
CO[C@H]1CN(C)C(=O)c2cc(NC(C)=O)ccc2OC[C@@H](C)N(Cc2nccs2)C[C@H]1C
  A = 11 | B = -1 | C = 1.1 | D = -29
CCCC#Cc1ccc(CC[C@H]2O[C@H]3CC[C@H](CO)O[C@H]3C[C@@H]2NC(=O)CN2CCOCC2)cc1
  A = -21 | B = -7 | C = x | D = x
C[C@H]1CN([C@@H](C)CO)C(=O)c2cc(-c3ccncc3)cnc2O[C@@H]1CN(C)C(=O)C1CCOCC1
  A = 9 | B = 0 | C = 0.2 | D = -32
CCC(=O)Nc1ccc2c(c1)C(=O)N(C)[C@@H]1CC[C@@H](CC(=O)NCCc3ccncc3)O[C@@H]1CO2
  A = 15 | B = -5 | C = -4.7 | D = 27
C[C@H](CO)N1C[C@H](C)[C@H](CN(C)C(=O)Nc2ccc(F)cc2)Oc2c(NC(=O)CCCCCC(=O)Nc3ccccc3N)cccc2C1=O
  A = -78 | B = 5 | C = -0.8 | D = x
C[C@@H]1CN([C@@H](C)CO)C(=O)c2cccc(NS(C)(=O)=O)c2O[C@@H]1CN(C)Cc1ccc(C(F)(F)F)cc1
  A = 0 | B = 4 | C = -0.5 | D = 33
CN1C(=O)c2cc(NC(=O)C3CC3)ccc2OC[C@H]2O[C@H](CC(=O)NCc3ccccc3F)CC[C@H]21
  A = 0 | B = 1 | C = 2.1 | D = -9
COCC(=O)N1[C@H](CO)[C@@H](c2ccccc2)C12CN(C(=O)c1ccc(F)cc1)C2
  A = 18 | B = -4 | C = -2.8 | D = x
O=C(C[C@@H]1CC[C@@H]2[C@H](COC[C@H](O)CN2Cc2ccccc2)O1)NCc1ccccc1Cl
  A = -19 | B = x | C = 0.9 | D = 38

Next section:
Keys: A = Pf Dd2 inh; B = C diff growth; C = KDM4C inh; D = T cruzi growth
CC=Cc1ccc2n(c1=O)C[C@H]1[C@H](CO)[C@@H](C(=O)NCCN3CCCCC3)N(C(C)=O)[C@@H]21 (mixture of isomers)
  A = 40 | B = -1 | C = 1.0 | D = x
CC(C)CC#Cc1ccc2c(c1)O[C@@H](CN(C)Cc1ccc(C(=O)O)cc1)[C@H](C)CN([C@@H](C)CO)S2(=O)=O
  A = -20 | B = 1 | C = 0.0 | D = x
CO[C@H]1CN(C)C(=O)c2ccc(NC(=O)C3CCCCC3)cc2OC[C@@H](C)NC[C@@H]1C
  A = x | B = x | C = 0.2 | D = 22
N#Cc1ccc(-c2ccc(C3[C@@H]4CN(C(=O)Nc5ccc(C(F)(F)F)cc5)C[C@H]3N4)cc2)cc1 (some centres not stated)
  A = u | B = -96*! | C = -20&-3.3 | D = x

Shown with two lines to a compound: part of the list above
Order of values – Pf Dd2 inh, C diff growth, KDM4C inh, T cruzi growth
> C[C@@H]1CN([C@H](C)CO)C(=O)c2cc(NC(=O)CCCN(C)C)ccc2O[C@H]1CN(C)Cc1ccc(Cl)c(Cl)c1
    0, 2, 0.4, -26
> Cc1ccc(S(=O)(=O)N(C)C[C@H]2OCCCC[C@@H](C)Oc3ccc(NC(=O)NC4CCCCC4)cc3C(=O)N([C@@H](C)CO)C[C@@H]2C)cc1
    u, -5, 0.4, 83
> CO[C@H]1CN(C)C(=O)c2cc(NC(C)=O)ccc2OC[C@@H](C)N(Cc2nccs2)C[C@H]1C
    11, -1, 1.1, -29
> CCCC#Cc1ccc(CC[C@H]2O[C@H]3CC[C@H](CO)O[C@H]3C[C@@H]2NC(=O)CN2CCOCC2)cc1
    -21, -7, x, x
> C[C@H]1CN([C@@H](C)CO)C(=O)c2cc(-c3ccncc3)cnc2O[C@@H]1CN(C)C(=O)C1CCOCC1
    9, 0, 0.2, -32
> CCC(=O)Nc1ccc2c(c1)C(=O)N(C)[C@@H]1CC[C@@H](CC(=O)NCCc3ccncc3)O[C@@H]1CO2
    15, -5, -4.7, 27
> C[C@H](CO)N1C[C@H](C)[C@H](CN(C)C(=O)Nc2ccc(F)cc2)Oc2c(NC(=O)CCCCCC(=O)Nc3ccccc3N)cccc2C1=O
    -78, 5, -0.8, x
> C[C@@H]1CN([C@@H](C)CO)C(=O)c2cccc(NS(C)(=O)=O)c2O[C@@H]1CN(C)Cc1ccc(C(F)(F)F)cc1
    0, 4, -0.5, 33
> CN1C(=O)c2cc(NC(=O)C3CC3)ccc2OC[C@H]2O[C@H](CC(=O)NCc3ccccc3F)CC[C@H]21
    0, 1, 2.1, -9
> COCC(=O)N1[C@H](CO)[C@@H](c2ccccc2)C12CN(C(=O)c1ccc(F)cc1)C2
    18, -4, -2.8, x
> O=C(C[C@@H]1CC[C@@H]2[C@H](COC[C@H](O)CN2Cc2ccccc2)O1)NCc1ccccc1Cl
    -19, x, 0.9, 38
> CC=Cc1ccc2n(c1=O)C[C@H]1[C@H](CO)[C@@H](C(=O)NCCN3CCCCC3)N(C(C)=O)[C@@H]21 (mixture of isomers)
    40, -1, 1.0, x

Screens as filed in PubChem.
